MmCpn inh: inhibitors of Methanococcus maripaludis chaperonin (MmCpn); purified Mm-Cpn ATPase, ADP Transcreener TR-FRET; Potency, µM (highest dose often 76.9 µM), for inactives: top-dose activity, negative = inhibition, actives largely listed as inhibitors; actives 0.031% (n = 330,000); further: potency means the concentration at half of the fitted maximal effect; on the % scale 0 is the no-effect control and ±100 the full control effect; nearly all actives have a fitted effect of over 80% in size
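25 nM Mm-CPN + cpd, 10 min 37°C; + 10 uM ATP, 30 min 37°C; buffer 30 mM Tris pH 7.4, 100 mM KCl, 5 mM MgCl2, 1 mM DTT; Transcreener ADP HTRF detection 30 min RT.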
Abeta rescue: A-beta toxicity reversal in yeast; actives 0.063% (n = 410,000); yeast expressing A-beta42, growth rescue, OD600, 48 h; response scale: 0% DMSO, 100% iron-clioquinol control; Potency, µM (series often up to 46.1 µM), inactives show at the top dose growth rescue, actives largely listed as activators; further: potency means the concentration at half of the fitted maximal effect; nearly all actives have a fitted effect of over 55% in size
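Growth rescue measured by 600 nm absorbance after 48 h yeast culture at 30 C with compound. Values normalized between DMSO and an equimolar ferric chloride plus clioquinol control.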
HEK293 tox: cytotoxicity in counter-screen for GLP-1R inverse agonists; HEK293 cAMP-luciferase reporter cells, luminescence, 24 h; Potency, µM (titrated, usually from 38.3 µM), inactives show at the highest dose activity change, negative = inhibition, actives largely listed as inhibitors; actives 0.13% (n = 410,000);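 further: loss of luciferase light is scored as toxicity; potency means the concentration at half of the fitted maximal effect; on the % scale 0 is the no-effect control and ±100 the full control effect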
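Seeding density was 200 cells/uL; after overnight-length (12 h) culture, 23 nL compounds went on for 24 h at 37 °C. Readout used a luciferase detection reagent, luminescence taken after 12 min at room temperature.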
PTHR1 ag: PTHR1 (human) receptor agonism; actives 0.075% (n = 410,000); AID 743266; HEK293 GP2 PTHR1 cells, GloSensor cAMP luminescence, 1 h; Potency, µM (doses to about 115 µM), without a hit: at the top dose activation, actives largely listed as activators; further: potency means the concentration at half of the fitted maximal effect; nearly all actives have a fitted effect of over 55% in size; some results filed as inactive show a strong effect at the top dose; inactives centre near -15; many of its hits are not listed in these tables
Target sequence (Q03431 whole entry, looked up): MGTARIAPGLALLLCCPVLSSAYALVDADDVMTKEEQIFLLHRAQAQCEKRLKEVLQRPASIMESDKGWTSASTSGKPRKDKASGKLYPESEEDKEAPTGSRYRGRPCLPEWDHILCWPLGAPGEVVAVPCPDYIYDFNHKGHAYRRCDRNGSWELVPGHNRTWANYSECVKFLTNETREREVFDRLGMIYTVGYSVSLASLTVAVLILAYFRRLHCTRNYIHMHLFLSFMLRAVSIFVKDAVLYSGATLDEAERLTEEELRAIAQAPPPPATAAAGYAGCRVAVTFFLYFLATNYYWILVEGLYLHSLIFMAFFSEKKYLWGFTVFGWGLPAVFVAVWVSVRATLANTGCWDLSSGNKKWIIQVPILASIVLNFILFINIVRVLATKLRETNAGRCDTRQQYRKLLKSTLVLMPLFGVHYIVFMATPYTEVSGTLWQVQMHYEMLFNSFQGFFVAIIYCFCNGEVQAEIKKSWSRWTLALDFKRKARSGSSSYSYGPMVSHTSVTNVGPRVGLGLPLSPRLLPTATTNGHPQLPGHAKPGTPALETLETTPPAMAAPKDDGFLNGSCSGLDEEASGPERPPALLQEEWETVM
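HEK-293-derived GP2 cells expressing PTHR1 and a GloSensor cAMP reporter, 3,000/well, plated overnight, given luciferin plus IBMX (each 0.5 mM as added) for 1 h at 37 °C, then compound for 1 h at 37 °C. Luminescence was read after 15 min at room temperature.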
FUS yeast rescue: FUS proteinopathy suppression in yeast; Potency, µM (series often up to 76.6 µM), for the others: at the highest dose growth rescue (activation), most hits filed as activators; actives 0.24% (n = 390,000); S. cerevisiae FUS-expressing, growth rescue, OD600, 24 h;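 further: potency means the concentration at half of the fitted maximal effect; plate controls were DMSO vehicle for no effect and reference control for full effect; nearly all actives have a fitted effect of over 55% in size; some results filed as inactive show a strong effect at the top dose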
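Cultures pregrown in 2.5% raffinose medium are shifted to minimal medium containing 2% galactose to express toxic FUS. Compounds are tested at several concentrations. After 24hr at 30C, growth is quantified at 600 nm absorbance.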
pAkt inh: Akt phosphorylation inhibition. actives 0.32% (n = 360,000). Neuro2A IGF-stimulated pAkt S473 HTRF, 20 min; active compounds read low. activity change, % for hits at 50 µM; in the data active means activity change below about -80%; inconclusive means mostly about -51% to -80%; further: on the % scale 0 is the no-effect control and ±100 the full control effect
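Neuro2A cells (4,500/well, DMEM with 0.5% FBS) were treated with compound at a single 50 µM final concentration, stimulated with 6 nM IGF for 20 min at 37 °C, and lysed. Phospho-Akt Ser473 was read by HTRF as 665/615 ratio ×10^4.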
aSyn rescue: alpha-synuclein toxicity inhibition in yeast. Yeast expressing alpha-synuclein, growth rescue, BacTiter-Glo, 24 h. Potency, µM (titrated, usually from 46.1 µM), without a hit: at the highest dose growth rescue (activation), actives largely listed as activators. actives 0.14% (n = 370,000). AID 652106; further: potency means the concentration at half of the fitted maximal effect; % of control where 0% means no effect; nearly all actives have a fitted effect of over 65% in size
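Rescue of yeast growth: cells expressing toxic alpha-synuclein, induced in galactose at OD600 0.02, incubated with compound 24 h at 30 C. ATP luminescence quantified growth; inhibitors of toxicity appear as activators.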
TDP-43 yeast inh: rescues yeast growth from TDP-43 toxicity; TDP-43 expressing yeast growth rescue, BacTiter-Glo, 24 h; AID 652104; Potency, µM (highest dose often 46.1 µM), without a hit: at the highest dose growth rescue (activation), most hits filed as activators; actives 1.8% (n = 410,000); further: potency means the concentration at half of the fitted maximal effect; % of control where 0% means no effect; nearly all actives have a fitted effect of over 50% in size
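Galactose-induced TDP-43 yeast, OD600=0.02, compound pinned; 24 hr, 30 deg C; BacTiter-Glo luminescence for growth. Inhibitors of TDP-43 toxicity read as activators.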
GLP1R inv ag: acts as inverse agonist at human GLP-1 receptor; Potency, µM (titrated, usually from 38.3 µM), for the others: top-dose activity change, negative = inhibition, hits mostly inhibitors; P43220; actives 1.6% (n = 410,000); HEK293 GLP-1R CRE-luciferase, luminescence, 24 h; GLP-1R form is constitutively active; further: potency means the concentration at half of the fitted maximal effect; on the % scale 0 is the no-effect control and ±100 the full control effect; nearly all actives have a fitted effect of over 55% in size
Target sequence (P43220 whole entry, looked up): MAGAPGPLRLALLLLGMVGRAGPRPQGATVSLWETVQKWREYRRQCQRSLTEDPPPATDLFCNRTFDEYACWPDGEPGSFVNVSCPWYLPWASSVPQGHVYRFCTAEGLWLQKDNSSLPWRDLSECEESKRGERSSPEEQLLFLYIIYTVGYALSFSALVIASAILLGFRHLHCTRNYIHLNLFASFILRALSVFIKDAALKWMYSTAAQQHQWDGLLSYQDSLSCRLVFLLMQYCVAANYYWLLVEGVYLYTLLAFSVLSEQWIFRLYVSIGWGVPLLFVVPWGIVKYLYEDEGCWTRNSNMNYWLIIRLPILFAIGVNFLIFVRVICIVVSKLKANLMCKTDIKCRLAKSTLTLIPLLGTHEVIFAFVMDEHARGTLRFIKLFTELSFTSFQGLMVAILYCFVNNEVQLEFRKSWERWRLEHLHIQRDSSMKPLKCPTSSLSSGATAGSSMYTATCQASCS
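Using stably transfected HEK293 (constitutively active GLP-1R, cAMP-luciferase reporter), compounds were incubated 24 hr and luciferase measured by luminescence.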
The depositor's hits bear a star; i = inactive; u = inconclusive; x = not tested or not shown; [ ] = dose if it differs, or a comment. Unless noted, the call rests on the fitted dose curve; in most records, active means well fitted curve in the direction sought with a large enough effect; inconclusive means small, poorly fitted or top-dose-only effect, or another doubt; inactive means no such curve, though single readings can be large; an effect the other way counts as inactive or inconclusive.

SMILES | MmCpn inh | Abeta rescue | HEK293 tox | PTHR1 ag | FUS yeast rescue | pAkt inh | aSyn rescue | TDP-43 yeast inh | GLP1R inv ag
COc1ccc(C(=O)/C=C/C(=O)N(CC(=O)NC2CCCCC2)Cc2cccs2)c(O)c1 | u | 30% | -5% | -43%[inhibitor] | u | i | 2% | 20µM* | -29%
O=C(CNC(=O)c1ccc(Br)o1)NCC1CCCCC1 | -1% | -15% | 3% | -9% | -23% | i | 0% | 16% | -6%
O=C(O)CCCC(=O)N1CCN(c2ncccn2)CC1 | 1% | -3% | 2% | -4% | -2% | i | 0% | 3% | 7%
Cn1c(Cc2ccccc2)n[nH]c1=S | u | 7% | -5% | i | x | i | 1% | 23% | 0%
CCC1Nc2ncnc(N3CCN(c4ccccc4)CC3)c2N(Cc2ccc(Br)cc2)C1=O (stereo not drawn) | -5% | -3% | 6% | -4% | u | i | -1% | -18% | u
O=C(CCc1ccccc1)N1CCN(S(=O)(=O)c2cccs2)CC1 | -4% | 0% | 13% | i | x | i | -2% | 7% | 3%
CCCCOc1ccc(C(=O)N2CCCC2C(=O)O)cc1 (stereo not drawn) | -1% | 3% | -3% | -6%[57.5 µM] | -4% | i | 0% | 23% | 14%
CCn1nnnc1SCC(=O)Nc1nnc(C(C)C)s1 | 2% | 9% | -2% | i | -1% | i | 2% | -3% | 0%
CCCc1nc2c(c(=O)c3ccccc3n2C)c(=O)n1C1CCCCCC1 | -2% | -30% | u | -7% | 12% | i | 27% | -21% | u
O=S1(=O)C[C@H](N2CCC[C@@H]2CO)[C@@H](COCc2ccccc2)N1 | x | -1% | 2% | -20% | -23% | i | 0% | 0% | 19%
COc1ccc(N2CCN(S(=O)(=O)c3ccc(C(=O)NCc4ccco4)cc3)CC2)cc1 | 1% | -13% | 7% | -37%[57.5 µM] | 5% | i | -1% | -13% | -5%
O=C(NCC1CCN(Cc2cccc(Cl)c2)CC1)Nc1ccccc1Cl | 1% | 4% | -8% | i | 11% | i | -1% | -9% | 10µM*
Cc1ccc(N2CC(C(=O)Nc3nnc(SCCN4CCOCC4)s3)CC2=O)cc1 (stereo not drawn) | -4% | 6% | u | 43% | 7% | i | 4% | 2% | 2%
CCN(CC)C(=O)CSc1nc2cc3c(cc2c(=O)n1CCCC(=O)NCCc1ccc(OC)c(OC)c1)OCO3 | -3% | -2% | -12% | i | 10% | i | 4% | 25% | 7%
Cc1cc(C)cc(OCC(O)CN2CCN(C(=O)c3ccco3)CC2)c1 (stereo not drawn) | 0% | 6% | -1% | i | 15% | i | -7% | -11% | -23%
COc1cc2oc(=O)cc(-c3ccc(-c4ccc(C#N)cc4)cc3)c2c(OC)c1OC | 0% | -17% | -3% | -41%[inhibitor] | -2% | i | 8% | -14% | 0%
COCCN1C(=O)CS/C1=C(/C#N)C(=O)NCc1ccco1 | 0% | -8% | -11% | i | 25% | i | 0% | -11% | 16%
NC(=O)c1sc2nc3c(cc2c1N)CCCCCC3 | -5% | 8% | 7% | i | 10% | i | 2% | 25% | -12%
Cc1ccc2nc(CSc3nc(C)ccc3C#N)[nH]c2c1 | -9% | -36%[inhibitor] | 128%[activator] | -20%[57.5 µM] | 41% | i | -15% | -21% | u
CC(C)Oc1cccc(C(=O)C2CCCN(C(=O)CCc3cnn(C)c3)C2)c1 (stereo not drawn) | -5% | -3% | 0% | -35%[inhibitor] | x | i | 2% | 9% | -1%
NNC(=O)c1ccc(COc2cccc3cccnc23)cc1 | 0% | -15% | 1% | -15% | u | i | -10% | -30%[inhibitor][0.397 µM] | 1%
Cc1cc(C(=O)COC(=O)c2ccc(NC(=O)CC#N)cc2)c(C)n1CCc1ccc(F)cc1 | -7% | -5% | -28% | -13% | 12% | i | 1% | 8% | u
COc1cccc(/C=N/N2CCN(c3ccccc3OC)CC2)c1 | 0% | 6% | -2% | i | 17% | i | -15% | -14% | u
COC(=O)c1ccc(CSc2nc3ccccc3c(=O)n2-c2ccccc2)o1 | -1% | 1% | -20% | -22%[57.5 µM] | 13% | i | 0% | -7% | -29%
O=c1cc(N2CCC3(CC2)OCCO3)[nH]c(=O)n1-c1ccc(Cl)cc1 | -2% | -17% | 10% | -23%[57.5 µM] | 33% | i | -2% | -22% | 0%
CS(=O)(=O)NCCCNc1ccc(C(F)(F)F)cc1[N+](=O)[O-] | -1% | 1% | -1% | -20% | 12% | i | 10% | 8% | 36%[activator]
CCN(CC)S(=O)(=O)c1cccc(-c2nnc(SCC(=O)c3ccc(Cl)s3)n2C)c1 | -24% | -1% | -23% | -32%[inhibitor] | 32% | i | 10% | 2% | -24%
Cc1ccc(Nc2c(-c3ccc(C)o3)nc3cccc(C)n23)cc1 | x | -10% | -6% | -28% | 22% | x | -23% | 22% | u
COc1ccc(-c2csc(NC(=O)c3cc(=O)c4ccccc4o3)n2)cc1OC | -3% | -1% | 1% | -22% | -20% | i | 0% | 3% | 11%
O=S(=O)(NCc1cn2ccsc2n1)c1ccc2c(c1)OCCO2 | 0% | 8% | -6% | -4%[57.5 µM] | -11% | x | -7% | -5% | 0%

Some of these compounds in order of length of the SMILES, low to high.
SMILES | MmCpn inh | Abeta rescue | HEK293 tox | PTHR1 ag | FUS yeast rescue | pAkt inh | aSyn rescue | TDP-43 yeast inh | GLP1R inv ag
COc1cccc(/C=N/N2CCN(c3ccccc3OC)CC2)c1 | 0% | 6% | -2% | i | 17% | i | -15% | -14% | u
CC(C)Oc1cccc(C(=O)C2CCCN(C(=O)CCc3cnn(C)c3)C2)c1 (stereo not drawn) | -5% | -3% | 0% | -35%[inhibitor] | x | i | 2% | 9% | -1%
Cc1cc(C(=O)COC(=O)c2ccc(NC(=O)CC#N)cc2)c(C)n1CCc1ccc(F)cc1 | -7% | -5% | -28% | -13% | 12% | i | 1% | 8% | u

(further entries)
SMILES | MmCpn inh | Abeta rescue | HEK293 tox | PTHR1 ag | FUS yeast rescue | pAkt inh | aSyn rescue | TDP-43 yeast inh | GLP1R inv ag
COc1ccc(S(=O)(=O)N(CC(=O)Nc2ccc(C)cc2)c2ccc(C)cc2)cc1OC | x | -6% | 7% | i | -24% | x | 1% | 16% | 1%
CCOc1ccc(CCNC(=O)c2cnc(C)cn2)cc1OCC | 0% | 11% | 4% | i | 13% | i | 1% | 26% | 85%[activator]
Nc1nc(N=Nc2ccc(O)cc2)cc(=O)[nH]1 | x | -21% | 10µM* | 7% | 12% | i | -6% | 2% | -8%
COc1ccccc1-n1c(SCC(=O)Nc2cccc(S(N)(=O)=O)c2)nc2ccccc2c1=O | 3% | 5% | 5% | i | 27% | i | 6% | 14% | 34%[activator]
C[C@H](NC(=O)c1nc[nH]c1C(=O)N[C@@H](Cc1ccccc1)C(=O)OC(C)(C)C)C(=O)OCc1ccccc1 | 4% | 3% | 5% | -5% | u | i | 0% | -3% | u
O=[N+]([O-])c1cc(/C=N/n2c(-c3cccnc3)n[nH]c2=S)ccc1Cl | -1% | 8% | -15% | -19% | 26% | i | -9% | 8% | 19%
CCCCN(C(=O)c1cc(OC)c(OC)c(OC)c1)C1=CC2CCC(C1)N2C (stereo not drawn) | 3% | 13% | 9% | -24%[57.5 µM] | -27% | i | 2% | -5% | -18%
CCOC(=O)CN1NC2(CCC(C(C)(C)C)CC2)NC1=S (stereo not drawn) | 0% | 13% | 11% | i | 11% | i | 1% | 2% | -18%
O=c1[nH]c(=S)[nH]c2c1[C@H](CCc1cccc(Cl)c1)O[C@H](C1CC1)C2 | x | -11% | 0% | i | 6% | i | -8% | 23% | -18%
O=C(Nc1cccc(C(F)(F)F)c1)c1ccc2nc(N3C(=O)CCC3=O)sc2c1 | -7% | 4% | -23% | i | u | i | 14% | 22% | 4%
CCNc1nc(NCC)n2c(SC(C(=O)Nc3cc(C)ccc3OC)c3ccccc3)nnc2n1 (stereo not drawn) | 0% | 0% | 8% | -9% | x | i | -1% | -18% | -5%
Cc1cc(NC(=O)c2c(C)noc2C)no1 | -3% | 2% | 8% | 15% | 12% | i | -3% | 0% | 11%
O=C(O)c1ccc(NC(=O)c2ccccc2Br)c(NC(=O)c2ccccc2Br)c1 | -1% | -4% | -2% | i | 3% | i | 7% | 11% | 3%
O=[N+]([O-])c1ccccc1Nc1ccccc1 | -1% | -9% | 2% | -8% | -16% | i | 8% | u | 0%
NS(=O)(=O)c1ccc(CCNCc2cc(Br)ccc2OCc2ccccc2)cc1 | 1% | 2% | -36% | -32%[inhibitor] | x | i | 6% | 8% | u
CCN(CCCNC(=O)c1cc2c(=O)[nH]c3ccc(C)cc3c2s1)c1ccc(C)cc1 | x | 1% | 1% | i | 32% | x | x | 19% | -13%
CCCCCC(=O)Nc1cc(S(=O)(=O)N2CCCCC2)ccc1N1CCCCC1 | x | 10% | -7% | -4% | 26% | i | -10% | -17% | u
COCCN1Cc2cccc(C(=O)N3CCN(c4ccccc4)CC3)c2C1=O | 3% | 13% | -6% | -12%[57.5 µM] | 7% | i | -4% | -12% | 6%
CCc1ccccc1-n1c(SCC(=O)N2CCCC2)nnc1-c1ccccn1 | -4% | 1% | -5% | i | 21% | i | 3% | 9% | -18%
Cc1cc(=O)oc2c(CN(CC(C)C)CC(C)C)c(O)ccc12 | -3% | 0% | 137%[activator] | -14% | -2% | i | -14% | -1% | 1%
O=C1C=C(c2cc(C(F)(F)F)cc(C(F)(F)F)c2)C[C@@H](c2ccc(Cl)cc2)C1 | -3% | 10% | 0% | -13% | -22% | i | 0% | 12% | -28%
Cc1nc2c(-c3ccccc3)c(C)nn2c(N)c1-c1ccccc1 | -4% | 14% | -3% | -16%[57.5 µM] | -4% | i | -22% | 21% | u
C=CCSc1nc(C)c(CCC(C)C)c(=O)[nH]1 | 1% | -17% | 6% | -19% | 6% | i | 1% | 18% | u

These rows are one share of the data; rates above refer to the full screens.
